Assay outcomes from PubChem BioAssay.
LRH-1 inv ag = NR5A2 inverse agonism in reporter assay | O00482 | HEK293T StAR-luciferase reporter, LRH-1 transfected, 24 h | inhibition, % at 3.6 µM | actives 0.13% (n = 360,000);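 active = inhibition above the mean inhibition of all tested compounds plus 3 SD, cut at about 73% in these data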;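 also: 0% = DMSO wells and 100% = reporter-only cells lacking LRH-1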
C8 TRAIL sens = caspase-8 TRAIL sensitization | NB7+C8 cells + TRAIL, ATPlite viability luminescence | inhibition (viability loss, TRAIL sensitization), % at 10 µM | actives 1% (n = 360,000);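 active = compounds causing at least 50% loss of cell viability in the single-dose screen, relative to plate controls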
COUP-TFII inh = blocks human COUP-TFII nuclear receptor. HEK293T NGFI-A luciferase reporter, luminescence. inhibition, % at 8.6 µM. P24468. actives 0.7% (n = 370,000);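 active = inhibition above a per-plate cutoff, mean inhibition of test wells between control levels plus 3 SD, cut at about 38% in these data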;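 also: cells cotransfected with COUP-TFII expression vector driving the NGFI-A reporter; 0% = median of COUP-TF2 test wells and 100% = reporter-only cells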
LMP1 NFkB inh = reduces LMP1-driven NF-kappaB luciferase signal. LMP1-induced NF-kappaB luciferase reporter cells, luminescence. actives 0.69% (n = 350,000). inhibition, % at 12.5 µM; in the data active = inhibition above about 41%;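 also: 0% = neutral control wells and 100% = reference inhibitor control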
SRC3 inh = inhibitors of human steroid receptor coactivator 3 (SRC3) | AID 588352 | HEK293 GAL4-SRC3 luciferase reporter, luminescence | Q9Y6Q9 | inhibition, % at 3.6 µM | actives 0.17% (n = 360,000);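 active = inhibition above a per-campaign cutoff, the mean of all compounds plus 3 SD, cut at about 60% in these data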;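 also: 0% = DMSO-treated cells and 100% = gossypol-treated cells at 36 µM; higher means less SRC3-driven luciferase light from the GAL4 reporter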
Target sequence (Q9Y6Q9 whole entry, looked up, the tested form may be a part): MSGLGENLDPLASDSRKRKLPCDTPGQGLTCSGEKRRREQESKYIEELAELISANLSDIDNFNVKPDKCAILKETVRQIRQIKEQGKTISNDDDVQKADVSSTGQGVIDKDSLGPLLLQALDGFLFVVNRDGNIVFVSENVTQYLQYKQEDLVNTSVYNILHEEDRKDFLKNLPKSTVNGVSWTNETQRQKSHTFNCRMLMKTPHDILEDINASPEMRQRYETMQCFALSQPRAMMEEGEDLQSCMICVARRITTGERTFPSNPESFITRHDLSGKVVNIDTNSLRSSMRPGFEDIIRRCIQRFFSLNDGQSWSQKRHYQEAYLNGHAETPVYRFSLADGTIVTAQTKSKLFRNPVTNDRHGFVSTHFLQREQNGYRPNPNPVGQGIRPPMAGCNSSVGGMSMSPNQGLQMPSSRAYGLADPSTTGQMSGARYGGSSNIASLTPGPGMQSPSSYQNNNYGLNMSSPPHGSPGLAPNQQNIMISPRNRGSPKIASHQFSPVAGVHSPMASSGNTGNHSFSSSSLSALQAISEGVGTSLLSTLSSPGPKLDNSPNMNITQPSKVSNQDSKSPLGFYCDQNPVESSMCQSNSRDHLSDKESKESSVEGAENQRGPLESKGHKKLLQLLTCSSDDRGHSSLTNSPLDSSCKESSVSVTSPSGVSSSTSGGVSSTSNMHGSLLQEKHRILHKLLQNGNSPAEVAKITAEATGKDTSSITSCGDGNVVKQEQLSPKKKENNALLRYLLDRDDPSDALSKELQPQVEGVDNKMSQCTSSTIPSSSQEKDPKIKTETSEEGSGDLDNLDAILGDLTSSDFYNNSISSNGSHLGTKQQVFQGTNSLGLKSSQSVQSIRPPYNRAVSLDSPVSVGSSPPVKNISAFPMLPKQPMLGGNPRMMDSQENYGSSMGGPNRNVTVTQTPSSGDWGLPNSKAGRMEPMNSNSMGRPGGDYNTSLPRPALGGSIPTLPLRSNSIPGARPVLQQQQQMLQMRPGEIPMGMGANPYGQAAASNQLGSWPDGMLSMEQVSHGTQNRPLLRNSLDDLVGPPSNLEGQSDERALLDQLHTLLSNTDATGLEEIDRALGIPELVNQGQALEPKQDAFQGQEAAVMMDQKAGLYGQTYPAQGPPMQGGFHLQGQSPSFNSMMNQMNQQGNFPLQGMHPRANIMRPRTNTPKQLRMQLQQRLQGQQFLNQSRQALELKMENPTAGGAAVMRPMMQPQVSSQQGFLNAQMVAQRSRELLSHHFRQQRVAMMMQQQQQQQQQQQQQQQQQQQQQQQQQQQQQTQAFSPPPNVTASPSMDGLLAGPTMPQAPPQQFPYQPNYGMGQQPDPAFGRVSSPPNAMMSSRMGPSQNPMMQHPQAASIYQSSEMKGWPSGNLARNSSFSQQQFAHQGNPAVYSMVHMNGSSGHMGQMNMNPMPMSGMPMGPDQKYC
KKLEB tox = reduces viability of KKLEB cystic fibrosis airway cells. KKLEB CF airway cells viability, ATPlite luminescence, overnight; hits give low values; cells stimulated with P. aeruginosa culture filtrate. activity change (cytotoxicity), % at 5 µM. actives 0.36% (n = 360,000). AID 602141;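 active = corrected activity change at or below -50% at 5 µM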
CF NFkB block = cystic fibrosis NF-kB activation inhibition. KKLEB NF-kB-GFP reporter, PAF-induced, GFP fluorescence overnight. inhibition, % at 5 µM. actives 0.86% (n = 360,000). AID 588850;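 active = at least 50% inhibition at 5 µM, scaled per plate between neutral and stimulator controls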;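 also: PAF is a Pseudomonas aeruginosa culture filtrate used as stimulus; plate controls were PAF-stimulated DMSO wells for no effect and unstimulated DMSO wells for full effect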
TROY signal inh = TROY signaling inhibition | Q293 LMP1-TROYcd NF-kB luciferase reporter, 4 h | inhibition, % at 10 µM | actives 0.98% (n = 360,000);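 active = compounds whose plate-normalised and pattern-corrected inhibition of the luciferase reporter signal at the single screening dose is 50% or more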
SRC1 inh = inhibitors of human steroid receptor coactivator 1 (SRC1); Q15788; HEK293 GAL4-SRC1 luciferase reporter, luminescence; inhibition, % at 3.6 µM; actives 0.12% (n = 360,000); AID 588354;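 active = inhibition above the campaign mean plus 3 SD, with each screening campaign given its own cutoff, cut at about 60% in these data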;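 also: 0% = DMSO treated cells and 100% = gossypol at 36 µM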
Shn3 3UTR inh = Schnurri-3 reporter inhibition in Clone20 osteoblasts. AID 588674. Clone20 osteoblast Shn3 3'UTR firefly luciferase, 24 h. inhibition, % at 12.5 µM. actives 0.52% (n = 360,000);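 active = mean inhibition of at least 75% with every replicate also reaching 75%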;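 also: 0% = median of neutral control wells and 100% = pilot-screen positive control compound; some compounds past the cut are filed as inactive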
TWEAK Fn14 block = blocks TWEAK-Fn14 interaction in a reporter cell assay; TWEAK-stimulated Fn14 reporter cells, luciferase luminescence, 8 h; inhibition, % at 10 µM; actives 2% (n = 360,000); AID 1159606; in the data active = inhibition above about 50%
An asterisk follows results filed as active; . = not tested or not shown.

SMILES | LRH-1 inv ag | C8 TRAIL sens | COUP-TFII inh | LMP1 NFkB inh | SRC3 inh | KKLEB tox | CF NFkB block | TROY signal inh | SRC1 inh | Shn3 3UTR inh | TWEAK Fn14 block
CCc1ccc(NC(=O)CC2C(=O)N(c3ccc(C)cc3)C(=O)N2C2CC2)cc1 (stereo unspecified) | -1 | 10 | -7 | -6 | 10 | 12 | -7 | 12 | -18 | 24 | -7
COc1ccc(/C=C(/CC(=O)NCc2ccc(Cl)cc2)c2nc3ccccc3s2)cc1 | -22 | -8 | 4 | -8 | 1 | 14 | -22 | -12 | 2 | -11 | 5
CCn1nc(NC(C)=O)c2cc3ccc(C)cc3nc21 | 13 | -1 | 16 | -2 | 2 | -2 | -8 | -10 | 10 | -6 | 5
Clc1nc(-c2n[nH]nc2Cl)n[nH]1 | 1 | -13 | 9 | 2 | -6 | 6 | -2 | 17 | -2 | -1 | 6
O=C(CNC(=O)C1(c2ccccc2)CC1)Nc1ccc(F)c(F)c1 | 1 | -17 | 8 | 9 | -10 | -10 | 13 | -14 | 0 | -5 | 14
CC(=O)NC1CC2CCCC(C1)N2C(=O)Nc1cccc(Cl)c1 (stereo unspecified) | 2 | 1 | 10 | 7 | 4 | -1 | 5 | 21 | -81 | 13 | -16
Cc1ccc(C)c(C(=O)CN2C(=O)CCC2=O)c1 | -9 | -3 | -19 | -8 | 9 | 0 | 2 | 21 | 4 | 7 | 12
Cc1c(-n2c(SCC(C)C)nc3ccccc3c2=O)c(=O)n(-c2ccccc2)n1C | 8 | -1 | 23 | 2 | 0 | -1 | 15 | 18 | -26 | 6 | -18
CNC(=O)C[C@H]1C(=O)N(CCc2ccccc2)C[C@@H]1c1ccc(OC)cc1 | -16 | -5 | -5 | 8 | -2 | 15 | -32 | 0 | 3 | -13 | 6
CC(C)(C)c1nnc(NC(=O)CS(=O)(=O)Cc2ccccc2)s1 | -2 | -11 | 14 | 2 | -4 | -15 | -8 | 0 | 0 | 3 | 7
CCC(C)Nc1nc(N)c([N+](=O)[O-])c(NCCO)n1 (stereo unspecified) | 5 | -7 | -13 | -4 | 4 | -7 | 11 | -14 | -13 | 8 | 1
O=C(COc1ccccc1)NCc1nnc(SCC(=O)Nc2nccs2)n1-c1ccccc1 | -13 | -16 | 4 | -3 | -1 | 8 | -27 | -4 | -17 | 17 | 10
O=C(N/N=C/c1ccc(Br)s1)c1cccs1 | -94 | 15 | -39 | -8 | -61 | -5 | -19 | -77 | -106 | -55 | -8
O=C(CNc1n[nH]c(=O)[nH]c1=O)N/N=C/C=C/c1ccccc1 | -9 | -9 | 31 | -3 | -6 | -8 | -6 | -6 | 10 | -80 | 27
COc1ccc(C)cc1NC(=O)c1cc2ccccc2cc1OCC(=O)NCc1ccco1 | 9 | 4 | -2 | -8 | 1 | -6 | -2 | 4 | -1 | 14 | 25
CCn1c(SCc2ccc(C(=O)Nc3nccs3)cc2)nnc1-c1ccc(N)cc1 | -21 | 7 | 27 | 7 | -19 | 7 | -2 | -14 | -18 | 5 | 35
CCNC(=O)CSc1nc2ccccc2c(=O)n1OC | -16 | 1 | -2 | -4 | 8 | 11 | -6 | -3 | 1 | -19 | -10
CCCCn1cc(SCC(=O)O)c2ccccc21 | 8 | -4 | -4 | -16 | 1 | 1 | 8 | -6 | -57 | 17 | 3
CC(C)CCOP(=O)(c1ccc(N(C)C)cc1)C(O)c1ccccn1 (stereo unspecified) | -8 | 1 | -19 | 4 | 11 | 2 | 5 | -1 | 23 | 4 | -4
COc1cc2c(cc1NC(=S)Nc1cccc(C(F)(F)F)c1)oc1ccccc12 | 2 | -4 | -17 | -10 | -10 | -17 | 15 | -34 | -6 | -33 | -2
O=C(CCCC(=O)OCC(=O)c1cccs1)Nc1ccc(F)cc1 | 2 | -6 | 1 | -1 | 4 | -2 | 2 | -15 | 17 | -29 | -16
CN(C)c1ccc(/C=N/NC(=O)Cn2nnc3ccccc32)cc1 | -13 | -8 | -7 | -5 | -7 | 4 | -5 | -39 | -7 | 8 | -5
CCN(CC)S(=O)(=O)c1ccc(NC(=O)CSc2nc3nc(C)cc(C)c3c(=O)[nH]2)cc1 | -3 | 10 | 0 | 3 | 2 | 6 | -12 | 21 | -20 | 14 | 3
Cc1cc(NC(=O)C2C3C(=O)N(CC4CCCO4)C(C(=O)NCc4ccccc4)C34C=CC2(C)O4)no1 (stereo unspecified) | 23 | -3 | -11 | 0 | -5 | -5 | -11 | 7 | 4 | 9 | 15
Cc1ccccc1NC(=O)c1c(-c2ccccc2)noc1C | 0 | -24 | 24 | -1 | 8 | 2 | -9 | 23 | 10 | 5 | -12
O=C1NC2c3ccccc3CC2O1 (stereo unspecified) | 12 | -3 | -10 | 5 | -9 | 5 | -17 | -15 | -12 | 6 | 4
COc1cc(C(=O)OCC(=O)c2ccc(S(=O)(=O)N3CCCCC3)cc2)cc(OC)c1OC | -3 | 4 | 6 | -2 | 2 | 0 | 15 | 29 | 0 | 11 | -5
CCOC(=O)Cn1c(C)[n+](CC(=O)c2ccccc2)c2ccccc21 | 0 | -7 | -1 | -1 | -4 | 10 | -20 | -2 | 11 | -4 | 6
CCOc1ccc(Br)cc1S(=O)(=O)Nc1ccc(C(=O)OCC(=O)N(C)c2ccccc2)cc1 | -4 | -7 | -17 | 1 | 4 | 5 | -9 | -8 | -13 | 5 | 11
COC(=O)c1cccc(NC(=O)CCNC(=O)c2ccco2)c1 | 0 | 8 | 5 | -3 | -4 | 0 | 8 | -8 | -20 | 4 | 19
Cc1cccc(N2C(=O)/C(=C/c3cccnc3)SC2=S)c1 | 3 | 5 | -5 | -5 | 13 | 3 | -3 | 1 | -16 | 19 | 5
CC(C)Cc1ccc(CN2CCCC(NC(=O)CCN3CCOCC3)C2)cc1 (stereo unspecified) | -20 | -11 | 5 | 5 | 10 | -20 | 14 | 5 | 8 | 7 | 9
COc1ccc(Sc2ccc(NC(=O)c3cccc(Cl)c3)cc2C#N)cc1 | 0 | 22 | 9 | . | 1 | 5 | 4 | 46 | -4 | 1 | 26
COC(=O)c1ccc(=O)c2nc3/c(=C/O)c(O)cc(=O)c3[nH]c12 | -21 | 7 | 14 | -5 | 4 | -8 | -10 | 7 | -4 | -12 | 13
Cc1cccn2c(=O)nc(SCC(=O)N3CCCCC3)nc12 | -5 | 7 | -27 | 7 | -16 | -5 | 8 | 5 | -30 | 7 | 2
CC(C)C1C(=O)N(Cc2cn(Cc3ccco3)nn2)CCS(=O)(=O)N1Cc1ccc(-c2ccncc2)cc1 (stereo unspecified) | -3 | -2 | 2 | -3 | 5 | -15 | -3 | -4 | -7 | 0 | -4
COCC(=O)Nc1ccccc1C(=O)NC(C)C | 1 | 1 | 7 | 1 | 16 | -20 | 19 | -15 | 3 | -25 | 7
COc1ccccc1C(=O)Nc1ccc(S(=O)(=O)Nc2cc(C)on2)cc1 | -15 | -16 | 8 | 3 | 2 | 5 | -10 | 4 | 5 | 15 | -12
CC(O)CN1C(=O)C(CC(=O)Nc2ccc(Cl)cc2)SC1=Nc1ccccc1 (stereo unspecified) | -6 | 9 | . | -7 | -12 | -7 | -7 | 23 | 1 | -11 | 21
c1ccc2[nH]c(CN3CCCCCC3)nc2c1 | 4 | 6 | 16 | -5 | -4 | 7 | 1 | 3 | 1 | 1 | 10
COc1cc(OC)cc(-c2c(C#Cc3ccsc3)c3cc(-c4ccc(OC)nc4)ccc3n2C)c1 | -1 | -13 | -10 | -9 | 22 | -16 | -6 | -13 | 0 | -9 | -12
CCOc1ccc(/C=C/C(=O)Nc2ccc(C(N)=O)cc2)cc1OC | -23 | 21 | -21 | 9 | -9 | -10 | -8 | 6 | 3 | 13 | -9
CCN(CC)C(=O)c1nc[nH]c1C(=O)O[C@@H](C)c1ccccc1 | -19 | 19 | -9 | -2 | 7 | -4 | -8 | 10 | -3 | 0 | 6

Pulled one by one from the entries so far:
SMILES | LRH-1 inv ag | C8 TRAIL sens | COUP-TFII inh | LMP1 NFkB inh | SRC3 inh | KKLEB tox | CF NFkB block | TROY signal inh | SRC1 inh | Shn3 3UTR inh | TWEAK Fn14 block
CCOc1ccc(/C=C/C(=O)Nc2ccc(C(N)=O)cc2)cc1OC | -23 | 21 | -21 | 9 | -9 | -10 | -8 | 6 | 3 | 13 | -9
COCC(=O)Nc1ccccc1C(=O)NC(C)C | 1 | 1 | 7 | 1 | 16 | -20 | 19 | -15 | 3 | -25 | 7
CC(C)C1C(=O)N(Cc2cn(Cc3ccco3)nn2)CCS(=O)(=O)N1Cc1ccc(-c2ccncc2)cc1 (stereo unspecified) | -3 | -2 | 2 | -3 | 5 | -15 | -3 | -4 | -7 | 0 | -4
COc1cc(OC)cc(-c2c(C#Cc3ccsc3)c3cc(-c4ccc(OC)nc4)ccc3n2C)c1 | -1 | -13 | -10 | -9 | 22 | -16 | -6 | -13 | 0 | -9 | -12

Some of the entries so far, as labelled records:
CC(C)C1C(=O)N(Cc2cn(Cc3ccco3)nn2)CCS(=O)(=O)N1Cc1ccc(-c2ccncc2)cc1 (stereo unspecified)
  LRH-1 inv ag = -3; C8 TRAIL sens = -2; COUP-TFII inh = 2; LMP1 NFkB inh = -3; SRC3 inh = 5; KKLEB tox = -15; CF NFkB block = -3; TROY signal inh = -4; SRC1 inh = -7; Shn3 3UTR inh = 0; TWEAK Fn14 block = -4

CN(C)c1ccc(/C=N/NC(=O)Cn2nnc3ccccc32)cc1
  LRH-1 inv ag = -13; C8 TRAIL sens = -8; COUP-TFII inh = -7; LMP1 NFkB inh = -5; SRC3 inh = -7; KKLEB tox = 4; CF NFkB block = -5; TROY signal inh = -39; SRC1 inh = -7; Shn3 3UTR inh = 8; TWEAK Fn14 block = -5

Not all compounds are listed; the hit share may differ from the screen's.
